Y pestis TopoI = blocks Yersinia pestis topoisomerase I activity. Y. pestis Topo-I cleavage product accumulation, plate reader. activity, % at 10 µM. 360,000 tested, 0.064% active. AID 504884; in the data active = activity above about 50%, passing the limit was not always enough; inconclusive = no clear call, values can overlap the other calls; also: inactives centre near 2
TcdB inh = blocks C. difficile toxin B glycohydrolase activity; P18177; TcdB glycohydrolase enzymatic assay, plate reader; inhibition, % at 9.99 µM; 350,000 tested, 0.24% active; in the data active = inhibition above about 10%
BH1578 lux ind = quorum light induction in luxS cqsA deficient V. cholerae. AID 588436. 350,000 tested, 0.16% active. activation, % at 18.7 µM. V. cholerae BH1578 lux reporter, luminescence, 6 h; in the data active = activation mostly above about 9.7%, no sharp cut-off; inconclusive = no clear call, values can overlap the other calls; inactive = mostly below about 3.7%; also: not every result past the cut was called active; inactives centre near 0; reference of the scale not given here
Anthrax LF inh2 = anthrax lethal factor protease inhibition; P15917; multiplex microsphere protease cleavage assay, LF; inhibition, % at 10 µM; 360,000 tested, 0.12% active; also: plate controls were buffer without enzyme for full effect and enzyme alone for no effect
Target sequence (P15917 whole entry, looked up): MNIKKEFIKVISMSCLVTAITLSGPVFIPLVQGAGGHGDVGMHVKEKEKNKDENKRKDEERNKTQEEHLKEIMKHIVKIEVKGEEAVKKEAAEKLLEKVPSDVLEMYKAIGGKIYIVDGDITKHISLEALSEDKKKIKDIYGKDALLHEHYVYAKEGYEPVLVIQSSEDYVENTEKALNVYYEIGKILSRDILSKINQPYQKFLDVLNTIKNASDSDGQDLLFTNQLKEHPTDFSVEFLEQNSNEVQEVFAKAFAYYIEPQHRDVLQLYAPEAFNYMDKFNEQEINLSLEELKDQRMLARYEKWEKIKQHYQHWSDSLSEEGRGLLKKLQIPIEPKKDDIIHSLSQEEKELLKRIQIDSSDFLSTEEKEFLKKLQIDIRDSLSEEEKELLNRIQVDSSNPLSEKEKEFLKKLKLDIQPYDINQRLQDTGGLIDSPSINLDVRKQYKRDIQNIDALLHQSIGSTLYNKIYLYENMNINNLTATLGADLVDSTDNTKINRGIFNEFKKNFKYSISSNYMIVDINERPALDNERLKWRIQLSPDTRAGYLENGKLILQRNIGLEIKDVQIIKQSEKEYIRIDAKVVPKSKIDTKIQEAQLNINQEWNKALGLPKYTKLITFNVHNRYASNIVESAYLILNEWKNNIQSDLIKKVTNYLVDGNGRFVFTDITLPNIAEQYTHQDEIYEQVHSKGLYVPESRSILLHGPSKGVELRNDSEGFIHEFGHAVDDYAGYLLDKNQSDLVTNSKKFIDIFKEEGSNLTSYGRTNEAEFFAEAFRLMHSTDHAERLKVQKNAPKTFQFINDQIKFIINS
PfHsp40 yeast = restores yeast growth despite PfHsp40 toxicity. S. cerevisiae expressing PfHsp40, growth rescue, ATP luminescence. 340,000 tested, 0.68% active. growth rescue, % at 12.5 µM; in the data active = growth rescue above about 28%, passing the limit was not always enough; inconclusive = no clear call, values can overlap the other calls;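 also: yeast W303a lacking pdr1 and pdr3 grown in galactose medium; growth measured after three days at 30 °C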
BoNT A protease = inhibitors of Botulinum neurotoxin A light chain protease. 360,000 tested, 0.17% active. multiplex microsphere protease substrate cleavage, flow cytometry. inhibition, % at 10 µM. AID 588499; also: plate controls were buffer without enzyme for full effect and enzyme alone for no effect
PriA SSB inh = inhibitors of Klebsiella pneumoniae PriA binding to SSB C-terminal tail; AlphaScreen SSBct-PriA binding, biotinylated peptide; inhibition, % at 33 µM; 430,000 tested, 0.6% active; in the data active = inhibition mostly above about 37%, no sharp cut-off; inactive = mostly below about 20%;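 also: plate controls were negative control peptide for no effect and reference peptide for full effect; strong numbers were not always called active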
CCHF vOTU inh = CCHFV vOTU protease inhibition | Pep-AMC fluorescence | inhibition, % at 11.5 µM | 370,000 tested, 0.55% active | AID 651958; in the data active = inhibition above about 30%; also: 0% = vehicle wells with enzyme and 100% = no enzyme wells
VHR inh abs = blocks human VHR1 dual specificity phosphatase; P51452; recombinant VHR phosphatase, pNPP absorbance; inhibition, % at 13.3 µM; 290,000 tested, 0.52% active; in the data active = inhibition above about 50%; also: some compounds called inactive have numbers as strong as hits
Target sequence (P51452 whole entry, looked up): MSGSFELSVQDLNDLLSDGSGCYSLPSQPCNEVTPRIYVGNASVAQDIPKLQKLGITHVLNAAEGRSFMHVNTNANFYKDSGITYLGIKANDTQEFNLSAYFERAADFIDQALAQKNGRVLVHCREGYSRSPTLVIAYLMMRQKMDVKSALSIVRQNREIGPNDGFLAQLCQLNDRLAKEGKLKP
3CLpro inhibitor = SARS-CoV 3CLpro protease inhibition | 290,000 tested, 0.14% active | inhibition, % at 6 µM | P0C6X7 | recombinant SARS-CoV 3CLpro, quenched FRET peptide cleavage; in the data active = inhibition above about 12%
Starred values were filed as active, the others as inactive; i = inactive; ? = inconclusive; / = no result given; & = joins results of further samples. Rule as the data show it, unless noted: active = inhibition above about 30%; inconclusive = no clear call, values can overlap the other calls; inactive = below that. The list is partial (hit frequency here may not be typical).

A first look:
SMILES	Y pestis TopoI	TcdB inh	BH1578 lux ind	Anthrax LF inh2	PfHsp40 yeast	BoNT A protease	PriA SSB inh	CCHF vOTU inh	VHR inh abs	3CLpro inhibitor
C=CCn1c(C)cc(C(=O)CN2NS(=O)(=O)c3ccccc3C2=O)c1C	-2	0.8	i	-5	-1.3	-1.7	-11	9	38	4
CCCCC(=O)N/N=C/c1ccc(Sc2cccc3cccnc23)o1	5	/	-0.2	-3	-0.2	-0.5	/	11	4	5

Results, previewed entries included:
SMILES	Y pestis TopoI	TcdB inh	BH1578 lux ind	Anthrax LF inh2	PfHsp40 yeast	BoNT A protease	PriA SSB inh	CCHF vOTU inh	VHR inh abs	3CLpro inhibitor
C=CCn1c(C)cc(C(=O)CN2NS(=O)(=O)c3ccccc3C2=O)c1C	-2	0.8	i	-5	-1.3	-1.7	-11	9	38	4
CCCCC(=O)N/N=C/c1ccc(Sc2cccc3cccnc23)o1	5	/	-0.2	-3	-0.2	-0.5	/	11	4	5
O=C(O)c1cccc2c1C(=O)c1ccccc1-2	-1	0.3	i	/	0.3	/	5&-12	0	6	1
CC(C)N(Cc1nc(-c2ccc(Cl)cc2)no1)C(=O)C12CC3CC(CC(C3)C1)C2	-3	/	3.6	-2	-1.2	1.2	-7	-3	4	2
CC1=CC(=O)Nc2cncnc2N1	9	1.3	i	-2	-0.9	0.0	-9	12	/	/
Cc1nc(N)sc1N=Nc1ccccc1C(F)(F)F	-6	1.5	0.4	8	-0.1	0.5	33	23	5	-1
Cc1[nH]c2ccccc2c1C1=NNC(=Nc2ccc(F)cc2)SC1	-5	-0.4	i	0	0.0	2.2	37	9	24	6
COc1cccc(-c2nc(CS(=O)(=O)CC(=O)Nc3cccc(C)c3C)c(C)o2)c1	10	0.9	-0.8	-11	-0.1	0.4	-2	9	15	2
C=CCOC1COC2C(OCC=C)COC12 (stereo not given)	5	-0.1	i	0	0.2	-0.8	-11	6	/	/
Cc1c(Cc2ccccc2)c(=O)oc2cc(OCc3ccc(C(=O)O)cc3)ccc12	-2	-1.2	-0.4	-1	-0.3	-1.7	-8	-21	29	10
CCCN1C(=O)C(O)(CC(=O)c2ccc3c(c2)OCCO3)c2ccccc21 (stereo not given)	-1	/	i	1	2.2	0.2	9	5	-18	-1
Cc1ccc(/C=N/NC(=O)CNC(=O)c2ccc(S(=O)(=O)N(C)C)cc2)o1	-1	0.5	-0.3	-2	-0.6	-0.2	/	-5	17	-2
CC(=O)Nc1ccc(S(=O)(=O)N2CCc3cc4c(cc3C2)OCCCO4)cc1	3	0.0	-0.1	-2	0.1	0.1	-6	12	5	4
CC(C)N1CCC(N2CCN(Cc3ccc(Oc4ncccn4)cc3)CC2CCO)CC1 (stereo not given)	-7	-0.4	-0.1	1	-0.5	-0.5	2	-9	4	5
Cc1cc(C(=O)N/N=C/c2ccc(O)c(O)c2O)c(C)n1-c1ccccc1	-8	-2.5	-0.4	-9	87*	-0.6	/	-2	10	4
Cc1cc(Oc2cc(NN3CCCCC3)c([N+](=O)[O-])cc2[N+](=O)[O-])ccc1[N+](=O)[O-]	-7	0.7	-7.1	-4	-1.3	-0.3	12	8	20	-5
Cc1cc([N+](=O)[O-])nn1Cc1ccc(C(=O)N/N=C/c2ccccc2)cc1	-2	/	-0.4	0	1.5	0.5	/	-4	1	-2
CCCC(NS(=O)(=O)c1ccc(Br)cc1)C(=O)O (stereo not given)	10	/	i	4	-0.7	-4.3	-4	-2	8	-6
C/C(=N/NS(=O)(=O)c1ccccc1)c1c[nH]c2ccccc12	-1	-1.5	-0.3	-1	0.2	1.8	/	-7	2	2
O=C(O)c1ccc([N+](=O)[O-])cc1	3	0.5	-7.1	-3	1.0	0.3	-8	-1	/	/
Cc1ccc(-c2nc3cccnc3s2)cc1NC(=O)C1c2ccccc2Oc2ccccc21	0	0.5	0.6	-2	2.2	0.4	-6	17	0	-4
CCc1nccn1CCC(=O)NC1CC(C)(C)Cc2c1cnn2-c1ccc(C)cc1 (stereo not given)	4	-2.1	i	0	-1.1	-1.7	4	15	1	-4
COc1ccc(CN=C2Nc3ccccc3CS2)cc1	4	-0.2	0.3	8	-0.3	1.5	-12	7	32	-8
CCN(CC)C(c1ccc(F)cc1)c1nnnn1C1CCCCC1 (stereo not given)	-9	/	-11	-1	-0.4	2.3	-32	10	32	-1
ON=C1/C(=N\O)CC2(C/C1=N/O)OCCO2	4	1.1	-1.6	-13	-1.5	-2.0	/	10	-1	-1
COc1ccc(NC2CCCN(C(=O)CCCn3cncn3)C2)cc1OC (stereo not given)	1	1.3	-0.2	-1	-1.3	1.1	-14	10	1	3
CN1Cc2c(N3CCOCC3)nc(SCCC#N)c(C#N)c2CC1(C)C	2	0.7	-0.4	4	0.4	-0.7	-14	5	9	4
Cc1ccc(C)c(NC(=O)c2cc3ccccc3o2)c1	0	-7.6	-0.4	6	0.7	2.2	-19	5	0	0
CC(C)NC(=S)Nc1ccc2cn[nH]c2c1	3	/	i	-2	-0.8	-1.2	1	-4	4	-3
CC(C)N(C=O)C1(C(=O)NC2CCCCC2)CCCCC1	-4	/	-0.3	-3	-0.2	0.2	-12	4	1	-3
CCN(CC)CCN1C(=O)c2ccccc2NC1c1ccc(C)cc1 (stereo not given)	-9	/	i	-4	-1.3	?	2	-98	15	2
COc1ccc(C2=NS(=O)(=O)N(C)C(C(=O)NCc3ccco3)=C2)cc1OC	-10	-0.7	-0.2	-8	-0.4	1.3	1	5	21	-7
COc1ccccc1CN(C)C(=O)COC(=O)c1ccc(Cl)nc1	5	-0.9	i	-6	-0.1	0.7	3	-7	/	/
CCCCNC(=O)C1(O)c2cc(Br)ccc2NC(=O)N1c1cccc(OC)c1 (stereo not given)	0	-0.5	1.1	4	0.5	-1.3	-15	-12	16	2
OC[C@@H]1CN(Cc2ccc3c(c2)OCO3)C[C@H](n2cnc3c(NCc4ccncc4)ncnc32)O1	2	0.4	-0.2	0	/	-0.2	/	-3	/	/
CN1CCN(C(=S)NC(=O)c2ccc(Cl)cc2)CC1	-10	-1.0	-0.1	6	-1.3	-1.2	-4	0	11	1
Cc1ccc(C(c2c(NC(=O)c3ccco3)sc(C)c2C)N2CCOCC2)cc1 (stereo not given)	13	0.6	-0.9	-7	/	-1.0	/	-4	/	/
COCC(C)n1c(SC(C)C(=O)NC2CCCCC2C)nc2ccccc2c1=O (stereo not given)	-5	-1.9	-0.4	-2	-0.6	1.9	-10	13	28	-1
Cc1ccsc1CN(C)CC(=O)N(C)CC(=O)Nc1c(Cl)cccc1Cl	2	0.7	-0.6	-6	/	-0.2	/	-3	/	/
Cc1c(C(=O)Nc2cccc([N+](=O)[O-])c2)sc2ncn(CC(=O)N3CCOCC3)c(=O)c12	-7	0.6	i	-3	0.6	0.5	-4	-5	5	1
Cc1ccc(S(=O)(=O)CCC(=O)OCC(=O)NCCc2ccccc2)cc1	10	0.4	1.7	/	-0.2	/	-4	-10	/	/
COc1ccc(NC(=O)COC(=O)CNC(=O)COc2ccccc2)cc1OC	-2	0.6	i	3	-0.5	0.0	-5	5	/	/
COCC(=O)OCC(=O)N1N=C(c2ccc(Cl)cc2)CC1c1ccco1 (stereo not given)	21	0.5	i	-1	-1.2	0.1	9	5	12	-1
COc1ccc(CNC(=O)C2CCN(S(=O)(=O)N3CCCC3)CC2)cc1	1	1.5	i	0	-2.2	-1.3	-2	6	-9	3
COc1ccc(-n2nc(C(=O)NCC(=O)Nc3cccc(Cl)c3)c3ccccc3c2=O)cc1OC	3	-1.7	-0.1	4	0.8	5.9	6	0	46	-4
CCOC(=O)Cc1nn2c(=O)cc(C)nc2s1	28	/	i	2	-0.9	0.4	-5	7	17	4
C[N+]1(C)CCCC(OC(=O)C(O)(c2ccccc2)c2ccccc2)C1 (stereo not given)	-4	-11	0.4	-10	-0.2	0.9	-11	8	/	/
CCN1CCc2c(OCC(=O)N3CCc4ccccc43)cccc2C1=O	/	1.2	/	/	/	/	/	-21	36	2
Cc1ccc2c(CC(=O)N(CC3CCCO3)c3c(N)n(Cc4ccccc4)c(=O)[nH]c3=O)coc2c1 (stereo not given)	2	0.2	0.7	?	/	-0.6	-11	-5	/	/
O=[N+]([O-])/C=C/c1cn(Cc2ccc(F)cc2)c2ccccc12	-3	/	-2.1	31*	-0.8	38*	20	2	29	8
Further structures:
SMILES	Y pestis TopoI	TcdB inh	BH1578 lux ind	Anthrax LF inh2	PfHsp40 yeast	BoNT A protease	PriA SSB inh	CCHF vOTU inh	VHR inh abs	3CLpro inhibitor
O=C(O)C1=C(C(=O)Nc2cc(C(F)(F)F)ccc2Cl)CCCC1	-3	0.8	0.1	3	-0.7	-0.7	-11	-3	22	-3
CC1CN(C(=O)c2cccc(S(=O)(=O)N3CCN(c4ccccc4)CC3)c2)CC(C)O1 (stereo not given)	12	0.4	-1.5	-6	0.8	1.0	-5	-8	/	/
CCOC(=O)N1CCN(CC(=O)Nc2nc3ccccc3s2)CC1	-6	-0.4	-0.5	21	0.1	-2.8	-4	2	-16	0
C=CCN(c1ccc(OC)cc1)S(=O)(=O)c1ccc(Cl)c(C(=O)OCC(=O)NC2CC2)c1	1	1.2	i	1	2.8	-0.3	-10	28	25	-2
Clc1ccc(CSc2nnc(/C=C/c3ccccc3)o2)c(Cl)c1	2	/	i	-1	-0.3	0.4	-11	14	-5	-2
CC(C)C[C@@]12C(=O)N(c3cccc(F)c3)C(=O)N1[C@H](c1ccc(Br)cc1)[C@@H]1C(=O)N(C(C)(C)C)C(=O)[C@@H]12	0	/	-1.4	0	0.2	-0.2	-5	-6	/	/
C=CCNC(=O)c1n[nH]c2c1CC(C(C)(C)CC)CC2 (stereo not given)	2	0.6	-0.6	-1	96*	-0.2	2	17	/	/
COc1cccc(/C=N/n2cnnc2)c1OCc1ccccc1	7	/	-1.4	-3	-1.1	-0.3	/	-9	27	-3
COc1cc(OC)c(OC)cc1/C=N/NC(=O)CCc1c(C)n[nH]c1C	0	1.2	-1.5	0	-0.1	1.2	i	-13	16	0
O=C(CCCCCNC(=O)N1CCn2c1nc1ccccc12)N[C@H](Cc1ccccc1)C(=O)O	7	-1.6	-0.6	-6	0.3	-0.8	-12	11	-4	-1

The final three compounds of the part before are carried over, then new ones follow:
SMILES	Y pestis TopoI	TcdB inh	BH1578 lux ind	Anthrax LF inh2	PfHsp40 yeast	BoNT A protease	PriA SSB inh	CCHF vOTU inh	VHR inh abs	3CLpro inhibitor
COc1cccc(/C=N/n2cnnc2)c1OCc1ccccc1	7	/	-1.4	-3	-1.1	-0.3	/	-9	27	-3
COc1cc(OC)c(OC)cc1/C=N/NC(=O)CCc1c(C)n[nH]c1C	0	1.2	-1.5	0	-0.1	1.2	i	-13	16	0
O=C(CCCCCNC(=O)N1CCn2c1nc1ccccc12)N[C@H](Cc1ccccc1)C(=O)O	7	-1.6	-0.6	-6	0.3	-0.8	-12	11	-4	-1
Cc1ccc(S(=O)(=O)N2c3ccccc3OCC2C(C)(C)C)cc1 (stereo not given)	-3	/	i	-4	4.3	0.2	-16	0	26	-1
CC(C)(C)c1ccc(NC(=O)COC(=O)c2ccc(NS(=O)(=O)c3ccc(F)c(F)c3)cc2)cc1	28	/	-0.4	-4	-1.2	-0.1	8	21	21	1
Cc1ccccc1NC(=O)C1CC(=O)OC12CCOC(C)(C)C2 (stereo not given)	-5	-0.6	-0.1	-6	-0.1	-0.3	-18	-6	11	5
CCCOc1ccc(C(=O)NC2CCSc3ccccc32)cc1 (stereo not given)	13	0.1	-0.5	7	-0.9	4.9	-3	-7	46	-3
Cc1cccc(C)c1NC(=O)N1CCC(n2c(=O)[nH]c3ccccc32)CC1	-9	1.4	1.0	0	-0.8	-0.3	-5	1	21	-3
CC[C@]12c3[nH]c4ccccc4c3CCN1C(=O)C(CC(=O)NCCC1=CCCCC1)C[C@@H]2C(=O)N1CCN(C(=O)c2ccco2)CC1 (stereo not given in full)	4	0.9	2.0	-5	-0.2	-0.2	7	-3	/	/
Nc1nc2ccc(Br)cc2o1	-12	-0.3	-4.5	4	1.1	-0.3	0	6	/	/
